Compound activity as filed in PubChem.
MPTP block – inhibitors of mitochondrial permeability transition pore; isolated mouse mitochondria, Ca2+ swelling absorbance, 30 min; inhibition, % at 10 µM; hit rate 1.4% among 360,000; AID 602449;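 active = inhibition of 50% or more, scaled per plate between neutral and stimulator controls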;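 also: 0% = DMSO wells given calcium and 100% = 1 mM EGTA wells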
hIAP activ – increases human intestinal alkaline phosphatase activity; P09923; purified human IAP, CDP-Star luminescence, 30 min; active compounds read high; 1 = vehicle-only enzyme, 0 = enzyme-free background; activation factor at 10 µM; hit rate 0.16% among 330,000;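 active = activation factor of the enzyme at least 2-fold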; also: the source names both 10 and 20 µM as test concentration; values of inactives mirror those of a sister screen read the other way
APOBEC3A inh – blocks human APOBEC3A ssDNA deamination | P31941 | recombinant A3A, FAM/TAMRA ssDNA deamination fluorescence | inhibition, % at 20 µM | hit rate 0.41% among 330,000 | AID 493011;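 active = at least 40% inhibition at 20 µM here, with at most 30% in a related deaminase screen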;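 also: plate controls were A3A with DMSO for no effect and wells lacking A3A enzyme for full effect; some results filed as inactive read as strong as hits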
Target sequence (P31941 whole entry, looked up): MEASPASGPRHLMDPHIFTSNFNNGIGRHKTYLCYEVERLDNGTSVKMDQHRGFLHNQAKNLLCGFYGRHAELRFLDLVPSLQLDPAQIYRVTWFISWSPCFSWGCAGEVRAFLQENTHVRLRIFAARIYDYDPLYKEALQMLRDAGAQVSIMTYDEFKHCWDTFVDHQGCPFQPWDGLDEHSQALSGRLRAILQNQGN
ATG4B inh – ATG4B (human) cysteine protease inhibition | hit rate 0.51% among 340,000 | inhibition, % at 8.33 µM | ATG4B cleavage of LC3-PLA2, NBD-HPC fluorescence, 1 h; in the data active = inhibition above about 40%
Target sequence (Q9Y4P1 whole entry, looked up): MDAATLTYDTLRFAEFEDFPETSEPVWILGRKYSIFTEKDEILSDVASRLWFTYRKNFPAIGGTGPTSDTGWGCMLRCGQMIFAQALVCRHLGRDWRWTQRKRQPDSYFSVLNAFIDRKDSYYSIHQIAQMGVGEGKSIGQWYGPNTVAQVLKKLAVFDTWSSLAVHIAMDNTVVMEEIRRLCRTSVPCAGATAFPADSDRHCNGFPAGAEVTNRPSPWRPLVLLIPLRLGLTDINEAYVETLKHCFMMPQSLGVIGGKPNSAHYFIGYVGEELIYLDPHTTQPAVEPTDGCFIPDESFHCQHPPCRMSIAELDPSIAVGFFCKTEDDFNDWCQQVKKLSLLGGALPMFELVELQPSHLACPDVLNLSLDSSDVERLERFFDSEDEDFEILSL
mIAP inh – mouse IAP inhibition | purified mouse IAP, CDP-Star luminescence, 30 min | inhibition, % at 10 µM | hit rate 0.2% among 330,000 | AID 2806;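 active = inhibition of at least 40% at 10 µM in the primary screen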;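 also: plate controls were DMSO with enzyme for no effect and no enzyme wells for full effect; values of inactives mirror those of a sister screen read the other way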
MIN6 prolif – inducers of beta-cell replication in MIN6 cells. MIN6 cells proliferation, ATPlite luminescence, 48 h; cells starved in 0.2% serum; 100% = growth in 10% serum. AID 2380. proliferation, % at 10 µM. hit rate 0.29% among 330,000;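 active = compounds whose signal lies at least 3.5 SD above the mean of all wells on their plate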;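 also: 0% = DMSO-treated cells in low-serum medium and 100% = 10% serum control; some compounds called inactive have numbers as strong as hits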
hIAP inh – blocks human intestinal alkaline phosphatase; P09923; purified IAP, CDP-Star luminescence, 30 min; inhibition, % at 10 µM; hit rate 0.12% among 330,000; AID 2544;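 active = inhibition reaching a set limit with compound at 10 µM in the primary screen, cut at about 35% in these data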;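 also: plate controls were DMSO wells with enzyme for no effect and no-enzyme buffer wells for full effect; values of inactives mirror those of a sister screen read the other way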
mIAP activ – mouse IAP activation. AID 2805. muIAP, CDP-Star luminescence, 30 min; active compounds read high; 1 = vehicle-only enzyme signal, 0 = enzyme-free wells. hit rate 0.24% among 330,000. activation factor at 10 µM;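 active = activation factor of at least 2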; also: the source names both 10 and 20 µM as test concentration; values of inactives mirror those of a sister screen read the other way
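also added = chemiluminescent substrate CDP-Star | test system = mouse IAP enzyme | signal = chemiluminescence readout | compound = DMSO-dissolved test compounds | incubation = 30 min at room temperature | benchmarks = DMSO wells, no-enzyme wells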
A3G deaminase – blocks human APOBEC3G single-stranded DNA deamination | Q9HC16 | recombinant A3G, ssDNA deamination FAM/TAMRA fluorescence | inhibition, % at 20 µM | hit rate 0.28% among 330,000 | AID 493012;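 active = inhibition of at least 40% at 20 µM, with no more than 30% in the related APOBEC3A deaminase screen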;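 also: plate controls were DMSO wells with A3G for no effect and wells lacking A3G enzyme for full effect; some compounds called inactive have numbers as strong as hits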
Target sequence (Q9HC16 whole entry, looked up): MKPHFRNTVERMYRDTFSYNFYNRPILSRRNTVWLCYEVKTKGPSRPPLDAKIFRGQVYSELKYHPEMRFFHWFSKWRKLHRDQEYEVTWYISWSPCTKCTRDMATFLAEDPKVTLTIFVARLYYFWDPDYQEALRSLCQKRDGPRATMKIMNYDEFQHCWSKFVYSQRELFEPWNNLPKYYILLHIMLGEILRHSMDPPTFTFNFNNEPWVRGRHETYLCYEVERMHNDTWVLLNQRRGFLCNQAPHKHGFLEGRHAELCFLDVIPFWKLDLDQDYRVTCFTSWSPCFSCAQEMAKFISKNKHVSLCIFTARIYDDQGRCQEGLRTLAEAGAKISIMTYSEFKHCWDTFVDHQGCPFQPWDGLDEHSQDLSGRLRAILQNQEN
* = called active by the depositor; nt = no result given.

Molecule	MPTP block	hIAP activ	APOBEC3A inh	ATG4B inh	mIAP inh	MIN6 prolif	hIAP inh	mIAP activ	A3G deaminase
O=C(c1ccco1)N1CCN(S(=O)(=O)c2ccc3[nH]c(=O)oc3c2)CC1	0.0	0.93	2	0	16	-1	7	0.84	-7
c1ccc(SCc2cn(C[C@H]3CC[C@@H]([C@@H]4CC[C@H](Cn5cc(CSc6ccccc6)nn5)O4)O3)nn2)cc1	0.4	0.88	-2	8	-3	3	12	1	-12
COc1ccccc1-c1cc(C(=O)N2CCN(c3ccc(F)cc3)CC2)no1	0.1	1.1	1	5	2	-2	-9	0.98	-5
Cn1c(SCC(=O)Nc2ccccc2)nnc1-c1ccc2nonc2c1	1.1	0.96	-1	1	9	2	4	0.91	-12
Cc1ccc(CC(=O)NCCCn2ccnc2)cc1	-0.8	1.1	1	0	-1	2	-12	1	-1
CCOC(=O)C(Cc1ccccc1)C(=O)Nc1cccc2ccccc12 (centres undefined)	2.0	1.1	-1	-5	-13	0	-7	1.1	-6
O=C1c2ccccc2S(=O)(=O)N1Cc1nc2ccccc2s1	1.6	1	5	0	-12	-3	-3	1.1	4
CCCN(C(=O)c1cc(-c2ccco2)nc2ccccc12)c1c(N)n(Cc2ccccc2)c(=O)[nH]c1=O	-0.2	1.2	33	1	7	2	-16	0.93	24
O=C(N/N=C/c1ccccc1O)c1ccc2c(c1)OCO2	-0.3	1.7	-4	0	7	-5	-74	0.93	-9
COc1ccc(CC(=O)OCC(=O)Nc2ncc(Cl)cc2Cl)cc1OC	-0.8	1.2	-3	-7	-4	-1	-20	1	-3
Cc1cc(C)c2nc(N3CCC(C(=O)N4CCN(C(=O)c5ccco5)CC4)CC3)sc2c1	3.1	1.1	2	-19	-6	-2	-12	1.1	-1
CCCC(=O)OCC(=O)Nc1cc([N+](=O)[O-])ccc1OC	-1.1	1.1	-2	-3	10	-3	-13	0.9	-5
Cc1ccc(C(=O)Nc2ccc(Cc3ccncc3)cc2)cc1[N+](=O)[O-]	99*	1	2	10	-1	-1	-3	1	5
CCOC(=O)CN1C(=O)S/C(=C/c2ccc(N3CCCCC3)o2)C1=O	0.9	1	58	-2	6	-1	-4	0.94	37
CCOC(=O)N1CCC(NC(=O)c2cc(S(=O)(=O)N3CCc4ccccc43)cn2C)CC1	-0.3	0.82	1	-23	-8	-1	18	1.1	-4
COc1ccc(C(=O)c2cnc[nH]2)cc1OC	-0.2	1.2	-3	-3	10	0	-15	0.9	-6
COc1ccccc1CC(=O)NNS(=O)(=O)c1ccccc1[N+](=O)[O-]	-1.2	1.1	-4	-11	2	1	-5	0.97	-6
Cn1c(SCC(=O)c2c(N)n(C)c(=O)n(C)c2=O)nnc1-c1ccccc1	0.6	0.9	-1	-5	-3	-1	10	1	4
Cc1ccc(C(=O)NCc2nnc3c(C(F)(F)F)cc(Cl)cn23)o1	0.0	1.1	4	1	2	-1	-11	0.98	0
CCc1nc(-c2ccccc2)cc(=O)[nH]1	-2.5	1.2	-1	0	-2	-4	-16	1	-4
Cc1oc(-c2ccccc2F)nc1CSCC(=O)NC1CC1	-2.1	0.89	-6	-6	-1	-1	11	1	-3
Cc1ccc(N2NC3(CCN(C(N)=O)CC3)NC2=O)cc1	nt	0.91	-3	14	1	1	9	0.99	-5
Cc1ccc(S(=O)(=O)N2CCCCC2CCNC(=O)C(=O)NCc2ccccc2)cc1 (centres undefined)	0.7	0.86	0	-9	4	-6	14	0.96	-2
CC(C)n1c(O)c(N=Nc2ccc(Cl)nn2)c2ccccc21	0.0	0.7	0	-4	-1	0	30	1	-3
COc1ccc(C(=O)c2cnc3ccccc3c2-c2ccccc2)cc1	-0.2	0.91	-1	72*	9	-1	9	0.91	-1
CC(C)CCNC(=O)C(C)N(Cc1ccc(F)cc1)C(=O)c1ccc(CN2CCOCC2)o1 (centres undefined)	-1.2	1.3	-10	-1	-16	-1	-28	1.2	-8
CC(=O)c1sc(NC(=O)c2ccc(C)cc2)nc1C	-2.5	1.1	5	-2	5	-2	-10	0.95	1
Clc1ccc(Cn2nnc3ccccc32)cc1	0.1	0.68	-5	0	11	-3	32	0.89	-3
COc1ccccc1Nc1nc(N)nc(CN2CCC(Cc3ccccc3)CC2)n1	-0.6	1.2	-3	-17	3	-5	-15	0.97	-5
Cc1[nH]c2ccccc2c1C(=O)C(C)OC(=O)c1ccccc1NCCO (centres undefined)	-0.8	0.99	-1	-15	-9	-4	0	1.1	-10
O=C(NC1CCCCC1)C1CCCN(S(=O)(=O)c2cccs2)C1 (centres undefined)	-2.4	1.2	-5	-15	4	3	-16	0.96	-7
O=C(CCC(=O)Nc1ccc(F)cc1)N/N=C/c1ccccc1	-1.0	0.88	-4	-1	2	-3	12	0.98	-4
Cc1ccc(Nc2nc(N)nc(CCl)n2)cc1	-0.5	0.98	-2	4	-8	-5	2	1.1	-2
COc1ccc(S(=O)(=O)CC(=O)c2cc(C)c(O)c(C)c2)cc1	-0.2	1	-4	1	-2	0	-2	1	-10
COc1ccc(CN(C)S(=O)(=O)c2nnc(NC(=O)c3ccccc3OC)s2)cc1OC	3.5	1.1	-2	5	2	-1	-10	0.97	-2
COc1cccc(NC(=O)COC(=O)CNS(=O)(=O)c2c(F)cccc2F)c1	0.9	0.95	-3	-1	-4	0	5	1	-7
COc1ccc(/C=c2\sc3nc(-c4ccccc4)c(-c4ccccc4)n3c2=O)cc1OC	0.8	0.94	0	3	16	-3	6	0.84	-2
O=C(COC(=O)/C=C/c1cccc(F)c1)NC1CC1	-0.8	1.1	-5	-8	-5	1	-8	1.1	-9
CC(=O)c1ccc(N2CC(C)(C)C2=O)cc1	0.1	1	-4	-13	0	0	-4	0.99	-11
CN1CCN(C(=O)Nc2ccccc2CC[N+](=O)[O-])CC1	1.2	0.95	-1	-1	16	-4	5	0.84	-5
CCCN1CCc2c(sc(NC(=O)CCS(=O)(=O)c3ccccc3)c2C(N)=O)C1	-0.8	1.1	-5	-12	5	4	-14	0.95	-8
COC(=O)c1c(NC(=O)/C=C/C(=O)O)sc(C)c1-c1ccc(C(C)C)cc1	1.4	0.79	-3	16	-8	-7	21	1.1	-3
O=C(COC(=O)C1CCN(c2ccc(C(F)(F)F)cn2)CC1)NC1CCCCC1	-0.7	1	0	-7	6	1	-2	0.94	-9
Cc1ccc(-n2nc3c(c2NC(=O)c2ccc4c(c2)OCO4)CSC3)cc1	1.2	0.99	-1	-2	-3	-2	1	1	-4
COc1ccc(-c2cc3c(=O)n(CC(=O)N4CCCC4)ncn3n2)cc1	-0.7	1	-5	-5	-2	-1	0	1	-8
CC(C)n1nc(C(=O)OCC(=O)N2CC(=O)Nc3ccccc32)c2ccccc2c1=O	-0.5	0.97	0	-1	-7	-4	3	1.1	-7
C/C(=N\NC(=O)COc1ccccc1[N+](=O)[O-])c1cccc(NC(=O)c2ccncc2)c1	-0.6	1.1	-6	2	0	-3	-7	0.99	-8
C=C(C)C1CC=C(C)/C(=N/NC(=O)c2ccc(NC(=O)CC)cc2)C1 (centres undefined)	-0.6	0.98	-4	8	5	-1	2	0.95	-7
CC(=O)C1[C@H](N(C)C)CC2C3CC=C4CC(O)CC[C@]4(C)C3CC[C@@]21C (some centres undefined)	0.2	0.97	0	2	3	-2	3	0.97	-6
O=C(NN1C(=O)/C(=C/C=C/c2ccco2)SC1=S)c1ccncc1	5.3	0.94	103	54*	77*	4	6	0.23	102

Further structures
Molecule	MPTP block	hIAP activ	APOBEC3A inh	ATG4B inh	mIAP inh	MIN6 prolif	hIAP inh	mIAP activ	A3G deaminase
COc1ccccc1OCc1nnc(SCC(=O)Nc2ccc(N3CCOCC3)cc2)n1C	0.4	1.1	-2	-5	1	0	-6	0.99	-5
COC(=O)CSc1nnc(NC(=O)/C=C\c2ccc3c(c2)OCO3)s1	0.4	0.9	1	9	-2	-3	10	1	-1
C=CCNC(=O)c1ccc(CNS(=O)(=O)c2ccc(NC(C)=O)cc2)cc1	1.2	0.82	-2	-12	15	1	18	0.85	-5
COc1cc(C(=O)/C=C/c2cccnc2)ccc1O	-0.8	0.79	1	4	-5	-3	21	1	0
O=C(NC12CC3CC(CC(C3)C1)C2)N1CCC(n2nnc3ccccc32)CC1	0.4	1	4	1	1	-2	-4	0.99	0
CC(C)(C)c1ccc(C2SCC(=O)N2c2cccc(C(=O)O)c2)cc1 (centres undefined)	-0.8	1.1	-4	-1	-3	0	-7	1	-9
Cc1onc(-c2ccccc2)c1C(=O)OCC(=O)N1CCC(C)CC1	-0.3	1	-1	-30	4	-3	-4	0.96	3
CN(C)S(=O)(=O)c1cccc(C(=O)Nc2ccccc2[N+](=O)[O-])c1	-0.8	0.82	-4	0	6	0	18	0.94	-9
CCOc1ccc(C(=O)Nc2cnn(Cc3ccc(Cl)c(Cl)c3)c2)cc1	-4.7	0.97	-6	32	-22	-5	3	1.2	-8
CC(=O)c1c(C)[nH]c(C(=O)OCC(=O)c2ccc3c(c2)NC(=O)CO3)c1C	-1.2	1.1	26	-3	-2	-2	-5	1	0
Cc1ccc(C2C=C(c3ccccc3)Nc3nc(N4C(=O)CCC4=O)nn32)cc1 (centres undefined)	-0.7	1	-1	-11	4	2	0	0.96	-3
Cc1ccc(C)c(OCC(=O)Nc2c(C)n(C)n(-c3ccccc3)c2=O)c1	-0.5	0.96	0	-3	-6	-2	4	1.1	-6
Oc1ccc(-c2[nH]ncc2-c2ccc(Br)cc2)c(O)c1	1.3	1.4	-1	-11	14	-4	-36	0.86	-6
COc1ccc(N2CCN(C(=O)CN3C(=O)NC(C)(C4CC4)C3=O)CC2)cc1 (centres undefined)	0.7	1	0	-4	-13	2	-4	1.1	-5
C/C=C1\COC(C(=O)NCc2ccccc2)(C(F)(F)F)C=C1C=C1CCCCC1 (centres undefined)	-0.4	0.93	-1	-5	-7	-8	7	1.1	-9
CCCCC(=O)Nc1ccc(C(=O)N(CC)c2ccccc2C)cc1	1.3	1	-1	1	-5	-2	0	1	-6
CCc1ccc(C(=O)c2cc3ccc(O)cc3oc2=O)cc1	1.0	0.87	-12	-3	3	-6	13	0.97	-24
CCOc1ccc(S(=O)(=O)N2CCCCC2)cc1NS(=O)(=O)c1cccs1	-1.2	1	-3	-4	-5	2	-2	1	-9
c1ccc(CNc2ncnc3sccc23)cc1	26	1	-3	-3	-5	-3	-5	1.1	-4
Nc1ncnc2c1nc(SCCO)n2Cc1ccccc1	-2.0	0.95	1	-2	1	-1	5	0.99	-8
CCOC(=O)c1[nH]c(C)c(C(=O)NC2CCN(C(=O)OCC)CC2)c1C	-3.4	1	-4	-6	2	-1	-1	0.98	-5
COc1ccc(NC(=S)N/N=C2\CC(C)(C)Oc3ccc(OC)cc32)cc1	2.7	1.1	-1	6	16	0	-12	0.83	1
CCN(CC)C(=O)CSc1nnc(-c2ccc(S(=O)(=O)N3CCOCC3)cc2)n1C	0.5	0.88	0	-5	4	-1	12	0.96	-7

Arranged by the number under mIAP activ (highest first): three from the list above.
SMILES | MPTP block | hIAP activ | APOBEC3A inh | ATG4B inh | mIAP inh | hIAP inh | mIAP activ | A3G deaminase
C/C=C1\COC(C(=O)NCc2ccccc2)(C(F)(F)F)C=C1C=C1CCCCC1 (centres undefined) | -0.4 | 0.93 | -1 | -5 | -7 | 7 | 1.1 | -9
CC(=O)c1c(C)[nH]c(C(=O)OCC(=O)c2ccc3c(c2)NC(=O)CO3)c1C | -1.2 | 1.1 | 26 | -3 | -2 | -5 | 1 | 0
Cc1ccc(C2C=C(c3ccccc3)Nc3nc(N4C(=O)CCC4=O)nn32)cc1 (centres undefined) | -0.7 | 1 | -1 | -11 | 4 | 0 | 0.96 | -3

This is a random part of the collection (roughly 3.3% active in at least one column).
